Screening results from PubChem.
PriA SSB inh = blocks PriA binding to SSB C-terminal tail. AlphaScreen SSBct-PriA binding, biotinylated peptide. inhibition, % at 33 µM. actives 0.6% (n = 430,000); in the data active = inhibition mostly above about 37%, no sharp cut-off; inactive = mostly below about 20%;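 also: plate controls were negative control peptide for no effect and reference peptide for full effect; strong numbers were not always called active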
Active calls of the source: *; & = joins results of further samples. Not all compounds are listed; count on the stated rates, not on these rows.

SMILES	PriA SSB inh
CCOc1ccc(Br)cc1S(=O)(=O)N1CCN(Cc2ccc3c(c2)OCO3)CC1	6
CCCc1c(C(=O)Nc2ccccc2F)nnn1-c1ccccc1	-24
C[C@@H]1C[C@@H]2O[C@H]2C=CC=CC(=O)Cc2c(Cl)c(O)cc(O)c2C(=O)O1	-6
COc1ccnc(Oc2cccc(C(F)(F)F)c2)c1C(=O)NC=NOCc1ccccc1F	-25
COCC(=O)Nc1ccc2c(c1)CN(C(=O)C(C)C)CC2	-10
O=C(Cc1ccc(-c2ccccc2)cc1)NCCn1ncccc1=O	-7
CCOC(=O)c1nn(-c2ccc(C)cc2)c(=O)cc1OCc1ccc(Br)cc1	-3
COc1ccc(N2CCN(CCNC(=O)C(=O)Nc3ccc(F)c(Cl)c3)CC2)cc1	-13
Cc1ccc(C(=O)Nc2ncc(S(=O)(=O)c3ccc([N+](=O)[O-])cc3)s2)cc1	-18
C=CCn1c(SCC(=O)Nc2sccc2C#N)nc2scc(-c3ccc(C)o3)c2c1=O	-14&-3

Retrieved one by one from above (2):
SMILES	PriA SSB inh
C[C@@H]1C[C@@H]2O[C@H]2C=CC=CC(=O)Cc2c(Cl)c(O)cc(O)c2C(=O)O1	-6
COc1ccc(N2CCN(CCNC(=O)C(=O)Nc3ccc(F)c(Cl)c3)CC2)cc1	-13

Further entries
SMILES	PriA SSB inh
CC1(C)Cc2cccc(OCc3ccc(C(=O)Nc4ccc(F)c(F)c4)cc3)c2O1	0
C/C(=C/C(=O)O)C(=O)Nc1ccccc1F	-5
O=C(Cc1ccccc1Br)N1CCc2nc3ccccn3c(=O)c2C1	-11
CCC(CC)c1nnc(NC(=O)C=C(C)C)s1	4
O=S(=O)(Nc1ccc(N2CCCS2(=O)=O)cc1)c1ccc2c(c1)OCCO2	-12
CNC(=O)c1c(NC(=O)c2cccc(C(F)(F)F)c2)sc(C)c1C	-12
CSc1cccc(-n2nnc(-c3nsc(NC(=O)c4ccc(C(C)(C)C)cc4)n3)c2C)c1	-4
COc1ccc(CCNC(=O)CSc2ccc3nnc(-c4ccccn4)n3n2)cc1OC	-10&0
CC(C)CS(=O)(=O)C1CN(C(=O)Cc2ccc(SC(C)C)cc2)C1	-7
CCOc1ccc2nc(N(Cc3ccncc3)C(=O)Cc3ccc(F)cc3)sc2c1	13
O=C1C[C@H](N2CCN(Cc3ccccc3)CC2)C(=O)N1c1cccc(Br)c1	-10
O=C(Cn1cc(S(=O)(=O)N2CCOCC2)ccc1=O)N1CCc2ccccc21	-14
Cn1cccc1CN(Cc1cccs1)C(=O)c1cc(-c2ccc(F)cc2)nn1C	18
O=C(NN=Cc1ccc2c(c1)OCO2)c1ccc2ccccc2n1	9
Cn1nccc1C(=O)Nc1nccs1	-16&1
CCCN(Cc1ccsc1)C(=O)C(C)Oc1ccccc1 (stereo not given)	-5
O=C(O)c1ccccc1C=NN1CCN(C2c3ccccc3-c3ccccc32)CC1	15
COc1ccc(C=NNc2nc3ccccc3o2)cc1OC	0
CCCC(=O)N1CCN(c2nc3cc(C)cc(C)c3s2)CC1	-2
Cn1cc(CC(=O)NCCN2CCN(S(C)(=O)=O)CC2)c2ccccc21	-2
CS(=O)(=O)N1CCSC1c1cccc(Cl)c1 (stereo not given)	-4
O=C(Nc1ccc(F)c(F)c1)N1CCN(c2ccc(-c3ccco3)nn2)CC1	3
CC(C)OCCCn1c(=O)c2ccccc2n2c(CCC(=O)N[C@@H](C)c3ccccc3)nnc12	-4
Cc1nc2c(C)cccn2c(=O)c1NC(=O)Cc1ccc(-c2ccccc2)cc1	-11
CN(N=Cc1cc(Cl)cc(Cl)c1O)c1c(Cl)cccc1[N+](=O)[O-]	2
CCOc1ccc(-c2csc(-n3nc(C)cc3NC(=O)Cc3cccc(C)c3)n2)cc1	3
COc1cc(OC)c(NC(=O)CSc2nc3ccccc3n2S(=O)(=O)c2ccc(Cl)cc2)cc1Cl	12&-16
CCSc1ccc(NC(=O)c2cccc(F)c2)nn1	3
CCc1nnc(-c2ccc(NC(=O)COc3cccc(C)c3)cc2)o1	2
O=C(c1cc(-c2ccccc2)on1)N1CCC(CSc2ccccn2)CC1	-20
Cc1cc(SCC(=O)c2ccc3c(c2)OCO3)nc(C(C)C)n1	1
CC1=C(C#N)C(C=NOCc2ccc(Cl)cc2)CC(=O)N1 (stereo not given)	-11
CC1=CC2C(C(O)CC3(C)C2CC(C)C32OCOC23COCO3)C2(C)CC(=CO)C(=O)C=C12 (stereo not given)	3
CCOc1ccc(N2C(=O)S/C(=C\C=C\c3ccco3)C2=O)cc1	21
O=C(NN=Cc1cccc2ccccc12)C(=O)N1CCCC1	-5
O=C(CCc1ccc(Cl)c(C(F)(F)F)c1)NC(c1cccnc1)C1CCOCC1 (stereo not given)	8
Cc1onc(-c2ccccc2)c1C(=O)NN=C(N)COc1ccc(Cl)cc1	0
O=C(NCCn1nc(C(F)(F)F)c2c1CCCC2)[C@@H]1CC=CCC1	-11
Cc1nc(-c2ccco2)sc1CNC(=O)C1CCN(S(C)(=O)=O)CC1	9
O=C(c1cc(-c2ccco2)on1)N(Cc1ccoc1)Cc1cccs1	-2
CCc1ccc2nc(N=C(N)NC(=O)c3ccccc3)nc(C)c2c1	-13
CCN1C(=O)C(CC(=O)Nc2ccccc2)SC1=Nc1ccccn1 (stereo not given)	-2
COc1cccc(C(=O)NCCCN2CCN(c3ccccc3)CC2)c1	3
Cc1cccc(C(=O)ON=C(c2ccccc2)c2ccncc2)c1	3
Cc1nc(C#N)c(N/N=C\C=C\c2ccccc2)o1	1
CCN(CC)c1ccc(NC(=O)CCCn2nc(-c3ccco3)ccc2=O)c(C)c1	-4
CC(=NNc1ccccc1[N+](=O)[O-])c1ccc(C)c([N+](=O)[O-])c1	8
O=S1(=O)CCC(=NO)c2ccccc21	-17
O=C(c1cc(-n2ccnc2)ccn1)N1CCN(c2ccccc2)CC1	-3
COC(=O)N1CCC(CNC(=O)C2CCN(S(C)(=O)=O)CC2)CC1	-29
(list continues)
SMILES	PriA SSB inh
COc1ccc(CCNC(=O)NC2CCCC(O)C2)cc1 (stereo not given)	-4
O=C(c1ccc2ncsc2c1)N(Cc1ccsc1)C1CC1	-10
CS(=O)(=O)c1ccccc1-c1nnc(NC(=O)c2sc3ccccc3c2Cl)o1	-5
COc1ccccc1OCC(=O)NCC1CCN(C)CC1	-7
CN(C)C(=O)Cc1ccc(NC(=O)c2cccc(F)c2)cc1	3
CCOc1ccc(/C=C\C(C)=NO)cc1	-2
NC(=O)CSc1nnc2ccc(-c3ccc(Br)cc3)nn12	4
CC(C)(O)CC[C@H](OC(=O)c1ccccc1)C(C)(O)[C@H]1CC[C@@]2(O)C3=CC(=O)[C@@H]4C[C@@H](O)[C@H](O)C[C@]4(C)C3CC[C@]12C (stereo not given in full)	6
O=C(Nc1nc(-c2ccc3c(c2)OCCO3)cs1)C1CCCN1S(=O)(=O)c1cccs1 (stereo not given)	-3&7
Cc1ccc2nc(NC(=O)Cn3ncccc3=O)sc2c1	-14
Cn1nc(C2CCN(C(=O)CCSc3ccccc3)CC2)n(-c2ccccc2)c1=O	-11
CCOc1ccc(CC(=O)Nc2cc(-c3cn4nc(OC)ccc4n3)ccc2OC)cc1	-3
Cc1ccc(NC(=O)Nc2c(C)nc(N3CCN(C)CC3)nc2C)cc1Cl	-2
O=C(CCn1cnc(-c2ccccc2)c1-c1ccccc1)N/N=C\c1ccco1	48*
COc1ccc(-c2ccc(N3CCC(C(=O)NCCc4ccc(S(N)(=O)=O)cc4)CC3)nn2)cc1	-19
COc1ccc(/C=C2/CCC/C(=C\c3ccc(OC)cc3)C2=O)cc1	-12
CC1Oc2ccccc2OC1C(=O)NCC(O)Cn1ccccc1=O (stereo not given)	8
Cc1ccc(C(=O)NN=C/C=C/c2ccc(Br)cc2)cn1	-1
COc1ccc(C(=O)CSc2ccnc3c2c(=O)n(C)c(=O)n3C)cc1	-16
COc1ccc(-c2nnc(NC(=O)c3ccccc3)o2)cc1	-5
COc1ccc(-c2ccc(=O)n(CCCC(=O)NCc3cccs3)n2)cc1OC	-13
O=c1oc2ccccc2n1CCOc1cccc2ccccc12	-6
Cc1nnc(NN=Cc2ccc(-c3cccc(C(=O)O)c3)o2)n1N	-22
Cc1ccsc1C=NNC(=O)C1CC(=O)N(c2ccccc2)C1 (stereo not given)	-6
O=S(=O)(c1ccccc1)c1nc(-c2ccco2)oc1NCC1CCCO1 (stereo not given)	8
O=C(Cc1cc(-c2ccc3c(c2)OCO3)on1)NCc1cccs1	6
COc1cccc(CNC(=O)Cc2csc(Nc3cc(OC)ccc3OC)n2)c1	22*
O=C(NC1CCCCC1)N1CCc2nc3ccccn3c(=O)c2C1	1
CN(C[C@H]1CCCO1)S(=O)(=O)c1ccc(C(=O)Nc2nc(-c3cccnc3)cs2)cc1	-30
COc1cc(/C=N\NC(=O)Cn2nnc3ccccc32)ccc1OCc1ccccc1	6

A different layout for some results above:
| Molecule | PriA SSB inh |
| --- | --- |
| CCOc1ccc(CC(=O)Nc2cc(-c3cn4nc(OC)ccc4n3)ccc2OC)cc1 | -3 |
| Cc1ccc(NC(=O)Nc2c(C)nc(N3CCN(C)CC3)nc2C)cc1Cl | -2 |
| O=C(CCn1cnc(-c2ccccc2)c1-c1ccccc1)N/N=C\c1ccco1 | 48* |
| COc1ccc(-c2ccc(N3CCC(C(=O)NCCc4ccc(S(N)(=O)=O)cc4)CC3)nn2)cc1 | -19 |
| COc1ccc(/C=C2/CCC/C(=C\c3ccc(OC)cc3)C2=O)cc1 | -12 |
| CC1Oc2ccccc2OC1C(=O)NCC(O)Cn1ccccc1=O (stereo not given) | 8 |
| Cc1ccc(C(=O)NN=C/C=C/c2ccc(Br)cc2)cn1 | -1 |
| COc1ccc(C(=O)CSc2ccnc3c2c(=O)n(C)c(=O)n3C)cc1 | -16 |
| COc1ccc(-c2nnc(NC(=O)c3ccccc3)o2)cc1 | -5 |
| COc1ccc(-c2ccc(=O)n(CCCC(=O)NCc3cccs3)n2)cc1OC | -13 |
| O=c1oc2ccccc2n1CCOc1cccc2ccccc12 | -6 |
| Cc1nnc(NN=Cc2ccc(-c3cccc(C(=O)O)c3)o2)n1N | -22 |
| Cc1ccsc1C=NNC(=O)C1CC(=O)N(c2ccccc2)C1 (stereo not given) | -6 |
| O=S(=O)(c1ccccc1)c1nc(-c2ccco2)oc1NCC1CCCO1 (stereo not given) | 8 |
| O=C(Cc1cc(-c2ccc3c(c2)OCO3)on1)NCc1cccs1 | 6 |
| COc1cccc(CNC(=O)Cc2csc(Nc3cc(OC)ccc3OC)n2)c1 | 22* |

Next compounds follow.
SMILES	PriA SSB inh
Cc1cccc(C)c1NC(=O)CC1CCCCN1S(=O)(=O)c1ccc(Cl)cc1 (stereo not given)	-10
Cc1n[nH]c(C)c1CCc1nc(-c2ccc(Cl)cc2)no1	-9
O=C1CN(C(=O)c2cc3ccccc3oc2=O)C(c2ccc(F)cc2)c2cc(Cl)ccc2N1 (stereo not given)	1
O=C(c1ccc2c(c1)OCO2)N1CCN(c2ccc(-c3ccccc3)nn2)CC1	8
COc1ccc(S(=O)(=O)Nc2ccc3c(c2)N(C(=O)C2CCCO2)CC3)cc1OC (stereo not given)	0
CC(C)(C)C(=O)Oc1ccc(C(=O)Nc2ccccc2)cc1	-10
NC(=NC(=S)Nc1ccccc1)c1ccccc1	-2
CS(=O)(=O)N1CCC(S(=O)(=O)c2ccc(F)cc2)CC1	-6
COc1cc(C)c(S(=O)(=O)Nc2ccc(Cl)cn2)cc1C(C)C	0
Cc1ccn(-c2ccc(Nc3ccc(NC(=O)C4CCCCC4)cc3)nn2)n1	4
COc1ncc(NC(=O)Nc2ccccc2F)c(OC)n1	-38
O=C(NN=Cc1ccccc1)C1CCCN1C(=O)c1cc([N+](=O)[O-])cc([N+](=O)[O-])c1 (stereo not given)	-3
COc1cc(COCC2CCN(S(C)(=O)=O)CC2)cc(OC)c1	-4
O=C(NCCn1nc(-c2ccsc2)cc1C1CC1)c1ccoc1	-6
CCc1ccccc1-n1nnc(-c2nc(-c3ccccc3C)no2)c1N	4
COC(=O)C1C(=N)Oc2cc(C)n(Cc3ccccn3)c(=O)c2[C@H]1c1cccc(OC)c1OC (stereo not given in full)	-4
Cc1c(Cl)ccc2sc(N3CCN(C(=O)c4ccn(C)n4)CC3)nc12	0&1
N#Cc1ccc(-c2csc(NC(=O)CCCSc3ccccc3)n2)cc1	-10
OB(O)c1ccc(OCCN2CCCCC2)cc1	4
COc1ccc(Cl)cc1CN1CCN(c2ncnc3c2cnn3Cc2ccc(Cl)cc2)CC1	2
Cc1cc(OC2CCN(C(=O)Nc3ccc(Cl)c(Cl)c3)CC2)cc(=O)o1	-13
O=C(NCCCN1CCN(c2ccccc2)CC1)C(=O)Nc1ccon1	-13
CN1C(=O)c2cccc(NC(=O)c3ccc(Cl)cc3Cl)c2C1=O	-9
CS(=O)(=O)N1CCCc2ccc(NC(=O)C(=O)NCC3CCN(c4cnccn4)CC3)cc21	-10
CCc1ccc(C=NNC(=O)c2nnn(-c3nonc3N)c2CN2CCOCC2)cc1	6
Cc1ccc(N2CC(C(=O)N3CCN(c4nccn4C)CC3)CC2=O)cc1 (stereo not given)	6
Cc1ccnc(N)n1	-14
CS(=O)(=O)c1ccc(C(=O)Nc2nnc(-c3ccc4c(c3)OCO4)o2)cc1	-9
COc1cc(C(=O)Nc2ccc(-c3nc4ccc(C)cc4s3)cc2)cc(OC)c1OC	2
COc1cc(OC)c(NC(=O)c2cc(-c3cc[nH]c3)n[nH]2)cc1Cl	29*
Cc1ccccc1-n1c(N)c(C(=O)NC2CCCCC2)sc1=S	-2
Cc1ccc(Nc2nc(NCCCn3ccnc3)nc3[nH]ncc23)cc1	-7
O=C(CCCn1nc(-c2ccco2)ccc1=O)NCc1ccc(Cl)cc1	-3
Cc1cc(C)cc(-n2nnc3c(=O)[nH]cnc32)c1	-6
CCCN1C(=O)C(C)(C)COc2ccc(NC(=O)c3ccccc3C)cc21	19
O=C(CSc1ccc(F)cc1)NCc1nn(CCN2CCCC2)c(=O)c2ccccc12	-16
COc1ccc(CCNC(=O)NCC2CCN(c3ncccc3C#N)CC2)cc1	-12
CS(=O)(=O)Nc1cc(N=NC(=O)c2ccccc2)c(O)c2ccccc12	16
CCOc1cc(C=NNC(=O)c2ccc(CN3CCOCC3)cc2)ccc1OC	-2
O=S(=O)(Cc1nc(-c2ccc3c(c2)OCO3)no1)c1ccc(Cl)s1	-14
O=C(NCCc1ccccc1)N1CC[C@H](Oc2cccnn2)C1	-21
CC(C)(C)C(=O)NCC[C@H](O)C1CC1	-10
